# NRP1-CendR mod: modulators of CendR peptide binding to NRP-1, primary screen, biochemical, fluorescence polarization, uHTS. 0.85% of 360,000 active. inhibition, % at 25 µM. FAM-RPARPAR peptide binding to NRP-1. Neuropilin-1 (Homo sapiens), O14786;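 active = inhibition or corrected inhibition above about 18%, plus a signal ratio from 0.5 to 1.5, limit read from the data, passing the limit was not always enough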; also: strong numbers were not always called active
# Target sequence (O14786 whole entry, looked up): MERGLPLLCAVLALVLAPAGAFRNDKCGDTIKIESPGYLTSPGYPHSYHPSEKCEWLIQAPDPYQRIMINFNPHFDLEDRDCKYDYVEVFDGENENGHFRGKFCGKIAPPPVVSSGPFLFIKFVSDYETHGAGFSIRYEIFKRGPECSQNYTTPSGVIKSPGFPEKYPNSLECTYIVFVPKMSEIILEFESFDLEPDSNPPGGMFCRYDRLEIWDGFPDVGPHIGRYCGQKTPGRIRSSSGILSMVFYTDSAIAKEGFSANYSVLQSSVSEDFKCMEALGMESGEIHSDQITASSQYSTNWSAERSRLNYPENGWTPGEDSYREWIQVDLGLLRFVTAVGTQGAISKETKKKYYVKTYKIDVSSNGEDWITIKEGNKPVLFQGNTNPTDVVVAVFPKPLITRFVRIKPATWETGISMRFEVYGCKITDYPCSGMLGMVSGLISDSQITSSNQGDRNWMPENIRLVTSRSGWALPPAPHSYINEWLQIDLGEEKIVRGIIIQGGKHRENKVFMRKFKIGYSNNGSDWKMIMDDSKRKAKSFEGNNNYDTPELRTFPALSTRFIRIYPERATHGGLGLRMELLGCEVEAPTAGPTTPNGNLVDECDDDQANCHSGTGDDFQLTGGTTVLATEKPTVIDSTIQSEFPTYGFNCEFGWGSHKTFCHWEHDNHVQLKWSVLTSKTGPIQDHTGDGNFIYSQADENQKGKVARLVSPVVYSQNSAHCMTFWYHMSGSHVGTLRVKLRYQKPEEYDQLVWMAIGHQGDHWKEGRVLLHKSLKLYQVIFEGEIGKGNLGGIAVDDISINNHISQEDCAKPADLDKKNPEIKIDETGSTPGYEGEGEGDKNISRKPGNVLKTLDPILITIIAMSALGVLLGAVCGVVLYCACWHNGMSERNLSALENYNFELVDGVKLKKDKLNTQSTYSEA
# DNMT1 block: human DNMT1 methyltransferase inhibitors, primary screen, biochemical, molecular beacon, fluorescence, HinP1I cleavage, uHTS; 0.83% of 360,000 active; inhibition (reported as % activation of signal), % at 10 µM; DNA (cytosine-5)-methyltransferase 1 (Homo sapiens), P26358; in the data active = inhibition above about 50%
# SUMO1 PPI mod: modulators of SUMO1 protein-protein interactions, primary screen, biochemical, uHTS | 0.33% of 360,000 active | inhibition, % at 20 µM | SUMO1 binding to a labelled peptide, TR-FRET, 1 h; in the data active = inhibition above about 37%
# MT1-MMP act inh: blockers of MT1-MMP proenzyme processing, primary screen, HT1080 RFP-PRO-GFP cells, GFP/RFP fluorescence. Matrix metalloproteinase-14 (Homo sapiens), P50281. GFP/RFP ratio fluorescence, overnight; percent of plate control window, DMSO zero. GFP/RFP ratio change, % at 20 µM. 0.061% of 360,000 active. AID 651647, 2012;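 active = GFP/RFP ratio change of at least 30% with cell ATP level not reduced by more than half and red fluorescence within 50% of control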; also: strong numbers were not always called active
#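 Assay system: HT1080 RFP-PRO-GFP cells. Benchmarks: DMSO vehicle wells and RFP-L50D-GFP reporter cell wells. Times: overnight cell settling, then overnight compound exposure, 37 °C, 5% CO2. Compound: 20 µM single dose, 1% DMSO. Read-out basis: GFP/RFP fluorescence ratio.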
# Rpn11 inh: Rpn11 (PSMD14) deubiquitinase inhibitors, primary screen, biochemical, fluorescence polarization, uHTS | human 26S proteasome, Ub4-pepOG fluorescence polarization; 20S core pre-blocked with epoxomicin | 0.59% of 360,000 active | calls only at 20 µM | 26S proteasome non-ATPase regulatory subunit 14 (Homo sapiens), O00487;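 active = inhibition at 20 µM, scaled to each plate's controls, above about 33%, limit read from the data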
# NadD block: inhibitors of S. aureus NadD, primary screen, biochemical, colorimetric, uHTS; Nicotinate-nucleotide adenylyltransferase NadD (Staphylococcus aureus N315); purified NadD enzyme, colorimetric absorbance read-out; 0.78% of 360,000 active; AID 602399, 2012; inhibition, % at 20 µM; in the data active = inhibition above about 26%; also: some compounds past the cut are filed as inactive
# STEP inh: STEP phosphatase inhibitors, primary screen, biochemical, fluorescence intensity, uHTS | Tyrosine-protein phosphatase non-receptor type 5 (Homo sapiens), P54829 | recombinant STEP, OMFP fluorogenic substrate | inhibition, % at 20 µM | 0.25% of 360,000 active | AID 588621, 2011;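 active = inhibition at 20 µM, scaled per plate between control wells, above about 37%, limit read from the data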;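 also: 0% = DMSO with enzyme and substrate and 100% = substrate only without enzyme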
#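 Assay system: isolated STEP enzyme. Buffer or medium: pH 6.0 Bis-Tris with DTT and Tween 20. Also added: fluorogenic phosphatase substrate OMFP at 25 µM final. Dosing: 20 µM, 1% DMSO. Timing: 20 min reaction, room temperature, in the dark. Measured by: fluorescence intensity, excitation 480 nm, emission 540 nm. Evaluation: normalized % inhibition.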
# SKN-1 block: suppressors of acrylamide-induced Pgst-4::GFP reporter in worms, primary screen, SKN-1 inhibitor project, whole organism, uHTS, GFP/RFP fluorescence ratio, strain VP596. C. elegans VP596 Pgst-4::GFP/RFP ratio, 24 h. inhibition, % at 21.8 µM. 0.49% of 360,000 active. AID 624304, 2012;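 active = interference check ratio from 0.5 to 1.5 plus GFP to RFP signal ratio inhibition reaching or exceeding a fixed threshold, cut at about 30% in these data, passing the limit was not always enough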; also: some compounds called inactive have numbers as strong as hits
# Scp1 inh: Scp-1 phosphatase inhibitors, primary screen, biochemical, colorimetric, uHTS; Carboxy-terminal domain RNA polymerase II polypeptide A small phosphatase 1 (Homo …; inhibition, % at 20 µM; Recombinant Scp1, phosphopeptide, malachite green phosphate absorbance; 0.88% of 340,000 active;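 active = inhibition above about 50% at 20 µM, limit read from the data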;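 also: plate controls were DMSO wells with enzyme for no effect and wells lacking enzyme for full effect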
#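 System: truncated SCP-1 phosphatase (76-261aa); medium: Tris acetate buffer pH 5.5 with MgCl2 and Tween-20; incubation: 45 min room-temperature reaction, 5 min colour, 30 min stabiliser; compound: single 20 µM dose, 1% DMSO; reagent: Phosphorylated 17-residue peptide substrate; read-out: % inhibition at 20 µM; technique: colorimetric free-phosphate detection, absorbance 630 nm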
# LMPTP inh: LMPTP phosphatase inhibitors, primary screen, biochemical, fluorescence intensity, uHTS. recombinant LMPTP-A, OMFP fluorogenic substrate. inhibition, % at 20 µM. 0.22% of 360,000 active;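 active = compounds that cut the enzyme signal by at least half of the control window in the single-dose screen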;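 also: plate controls were DMSO wells with enzyme plus substrate for no effect and substrate without enzyme for full effect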
# Target sequence (P24666 whole entry, looked up): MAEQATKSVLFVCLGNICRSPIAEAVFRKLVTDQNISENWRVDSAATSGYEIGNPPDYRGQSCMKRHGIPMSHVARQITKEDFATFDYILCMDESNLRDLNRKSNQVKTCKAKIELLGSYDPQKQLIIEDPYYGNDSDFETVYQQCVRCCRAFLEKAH
#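 Test system: LMPTP-A phosphatase enzyme; input: 0.625 nM LMPTP-A final; reagent: OMFP substrate, 400 µM final; compound dosing: 20 µM single dose, 3% DMSO; incubation: 50 min dark incubation at room temperature; measured by: endpoint fluorescence intensity from OMFP dephosphorylation; measure: % inhibition relative to no-enzyme and uninhibited control wells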
# Starred values were filed as active, the others as inactive; i = inactive; · = not tested or not shown. Compounds were not picked by outcome. Share with any hit: about 3.9%.
# Each structure is followed by: NRP1-CendR mod	DNMT1 block	SUMO1 PPI mod	MT1-MMP act inh	Rpn11 inh	NadD block	STEP inh	SKN-1 block	Scp1 inh	LMPTP inh
O=C(CCCC(=O)NNC(=O)Nc1ccccc1)NNC(=O)Nc1ccccc1
→ 5	-1	-2	-2	i	3	3	-5	-3	-0.8
O=C(CC(C(=O)NCc1ccccc1)c1nc2ccccc2c(=O)[nH]1)NCc1ccccc1 (stereo not drawn)
→ -17	10	-1	-16	i	-2	-2	6	11	-1.7
CCC(=O)N1CC(C)C(=O)Nc2ccccc21 (stereo not drawn)
→ -1	-3	2	-1	i	-2	1	18	8	0.7
Cc1ccccc1-n1nc2c(c1NC(=O)c1cccs1)CS(=O)(=O)C2
→ -10	2	5	1	i	-1	-2	7	-3	-1.6
Cc1ccc(Cl)cc1NC(=O)C(=O)N1CCCCC1
→ 1	0	-1	-5	i	-3	-3	0	-4	0.7
COC(=O)c1ccc2nc(-c3ccc(Cl)cc3)c(Cc3cccc(F)c3)n2c1
→ 2	11	13	-13	i	8	1	3	·	1.9
Brc1ccc(-n2cnc(-c3ccccc3)c2)cc1
→ -11	0	1	2	i	0	-1	40*	3	2.1
CCOC(=O)c1c(NS(C)(=O)=O)sc2c1CCC(C)C2 (stereo not drawn)
→ -13	-8	1	-3	i	1	4	12	-7	0.8
COc1ccc(C(=O)NCCN2CCOCC2)cc1[N+](=O)[O-]
→ 10	-1	-10	1	i	-1	1	6	-2	1.7
CCN(C1=NS(=O)(=O)c2ccccc21)N(CC)S(=O)(=O)c1ccc(C)cc1
→ -6	-5	1	-4	i	-2	73*	5	-8	0.8
O=C(NCC(O)c1ccccc1)c1ccc(Cl)c(S(=O)(=O)N2CCCCC2)c1 (stereo not drawn)
→ 5	0	-2	-4	i	-3	-1	-3	-8	-0.9
Nc1ncnc2c1ncn2[C@@H]1O[C@H](C(=O)NS(=O)(=O)c2c(Cl)nc3sccn23)[C@@H](O)[C@H]1O
→ 8	6	3	0	i	-3	-2	11	·	-2.0
O=C(CCS(=O)(=O)Cc1cccc(Cl)c1)NCCc1ccccc1
→ 7	1	-2	-3	i	-4	2	-3	-17	0.3
CCOC(=O)C[n+]1c(C)ccc2c1CCC2
→ 6	0	-3	3	i	4	-4	-7	-2	-0.1
CC(=O)c1ccc(N2CCN(C(=O)CCC(=O)c3cccs3)CC2)cc1
→ -2	0	-7	-1	i	5	-2	-22	-6	2.4

# A draw from above in order of SMILES length, highest first.
# Each structure is followed by: NRP1-CendR mod	DNMT1 block	SUMO1 PPI mod	MT1-MMP act inh	Rpn11 inh	NadD block	STEP inh	SKN-1 block	Scp1 inh	LMPTP inh
COc1ccc(C(=O)NCCN2CCOCC2)cc1[N+](=O)[O-]
→ 10	-1	-10	1	i	-1	1	6	-2	1.7
Brc1ccc(-n2cnc(-c3ccccc3)c2)cc1
→ -11	0	1	2	i	0	-1	40*	3	2.1
CCC(=O)N1CC(C)C(=O)Nc2ccccc21 (stereo not drawn)
→ -1	-3	2	-1	i	-2	1	18	8	0.7
CCOC(=O)C[n+]1c(C)ccc2c1CCC2
→ 6	0	-3	3	i	4	-4	-7	-2	-0.1

# (listing goes on)
# Each structure is followed by: NRP1-CendR mod	DNMT1 block	SUMO1 PPI mod	MT1-MMP act inh	Rpn11 inh	NadD block	STEP inh	SKN-1 block	Scp1 inh	LMPTP inh
Cc1ccc(/C=C/C(=O)OC(C)C(=O)Nc2ncc(Cl)cc2Cl)o1 (stereo not drawn)
→ -6	-3	-6	-7	i	-6	-2	-3	-13	-0.4
COc1ccc(CCNS(=O)(=O)c2cc3c4c(c2)C(C)C(=O)N4CCC3)cc1OC (stereo not drawn)
→ 4	-2	-1	1	i	5	-1	6	-5	-2.0
CN(Cc1cccc(F)c1)C(=O)c1ccc2c(=O)n3c(nc2c1)CCC3
→ -7	1	5	-2	i	-2	-2	-4	-10	-1.1
O=c1cc(-c2ccncc2)oc2ccccc12
→ 1	3	-13	-13	i	2	-2	-13	1	0.1
Cc1ccc(CNC(=O)C2CC3Cn4c(nc5ccccc54)C3N2C)o1 (stereo not drawn)
→ 12	4	4	0	i	-1	-1	7	-5	-1.0
COc1ccc(Sc2nc(-c3ccccc3)ncc2OC)cc1
→ 15	-5	-1	-2	i	-7	1	-3	0	2.1
O=C(CNC(=O)c1ccccc1F)NCCN1C(=O)S/C(=C\c2ccccc2Cl)C1=O
→ -2	-1	-24	-1	i	0	-1	-2	-9	0.1
CCOc1cc(OCC)cc(C(=O)NCc2ccco2)c1
→ -12	8	9	2	i	4	6	10	19	1.5
O=C(Nc1cccc2ncccc12)c1ccc(Cl)cc1
→ -6	9	-8	6	i	1	6	-1	3	2.5
CC1=Nc2ccccc2N=C(N)C1c1ccccc1 (stereo not drawn)
→ -13	-15	-5	-6	i	1	1	14	1	2.0
O=C1CCCN1CCCNS(=O)(=O)c1ccc(Br)cc1
→ -5	3	-2	0	i	-1	-1	-8	1	-1.0
CN(CC(=O)Nc1cccc(F)c1)C(=O)CSc1ccccc1F
→ -5	10	2	1	i	4	0	1	-2	0.9
COc1cccc(NC(=O)C(Sc2nnc(Nc3ccccc3C)s2)c2ccccc2)c1 (stereo not drawn)
→ -3	-24	3	4	i	12	-4	4	-3	4.1
CCc1ccc(NC(=O)C2C3/C=C\CCCCC32)cc1 (stereo not drawn)
→ -5	9	2	4	i	5	-2	5	0	0.3
COc1ccc(-c2csc(NC(=S)NC(=O)c3cccs3)n2)cc1OC
→ -4	-27	44*	2	i	8	2	-3	-8	4.3

# Sorted by value in SUMO1 PPI mod (lowest first): five of the compounds above
SMILES	SUMO1 PPI mod
O=c1cc(-c2ccncc2)oc2ccccc12	-13
Cc1ccc(/C=C/C(=O)OC(C)C(=O)Nc2ncc(Cl)cc2Cl)o1 (stereo not drawn)	-6
CC1=Nc2ccccc2N=C(N)C1c1ccccc1 (stereo not drawn)	-5
O=C1CCCN1CCCNS(=O)(=O)c1ccc(Br)cc1	-2
Nc1ncnc2c1ncn2[C@@H]1O[C@H](C(=O)NS(=O)(=O)c2c(Cl)nc3sccn23)[C@@H](O)[C@H]1O	3

# Remaining list, next part
# Each structure is followed by: NRP1-CendR mod	DNMT1 block	SUMO1 PPI mod	MT1-MMP act inh	Rpn11 inh	NadD block	STEP inh	SKN-1 block	Scp1 inh	LMPTP inh
O=C(O)C1CCC(Cn2c(SCc3cc(=O)n4ccccc4n3)nc3ccsc3c2=O)CC1 (stereo not drawn)
→ 5	-1	-4	-5	i	3	2	-7	-4	-0.6
Cn1c(=O)cc(OCC(=O)NCCCN2CCN(c3cccc(Cl)c3)CC2)c2ccccc21
→ -8	0	-3	3	i	-2	-4	9	0	-0.3
CCc1cc2c(=O)[nH]c(N3CCOCC3)nc2s1
→ 5	1	3	-18	i	0	0	-7	0	0.8
Cc1c(Cl)cc(C(C)C)c(O)c1CN1CCOCC1
→ -10	-3	1	-2	i	-2	4	-6	7	0.6
Cc1cc(Br)ccc1OCCCCNCCO
→ 4	-1	0	6	i	-5	-1	-14	-7	-0.2
CCC(C)N(C(=O)Cn1nnc(-c2ccc(Cl)cc2)n1)C1CCS(=O)(=O)C1 (stereo not drawn)
→ 13	-2	0	0	i	-5	1	3	-2	-1.8
Cc1noc(C)c1C(=O)OCC(=O)N(C)C1(C#N)CCCCC1
→ -7	1	5	1	i	2	1	11	0	-1.3
O=C(Nc1nccc(-c2cccs2)n1)c1ccccc1Cl
→ -8	-1	7	6	i	2	-2	10	-14	-1.7
O=C(CN1C(=O)NC2(CCCC2)C1=O)OCc1ccccc1F
→ 10	1	12	-1	i	4	-3	-1	-4	-1.5
COc1ccc(C(CNC(=O)C(C)Oc2ccc(Br)cc2)N2CCOCC2)cc1 (stereo not drawn)
→ 4	-8	-56	-2	i	4	0	21	-10	-9.4
CC(C)(CCl)C(=O)Nc1ccc(C(F)(F)F)cc1
→ -4	-6	3	-1	i	-2	-2	2	7	-1.5
CSC(=S)N(C)C1CCS(=O)(=O)C1 (stereo not drawn)
→ -2	-3	-1	-8	i	-4	-4	14	-2	-0.2
COc1ccc(Cl)c(NC(=O)Nc2c(C)n(-c3ccccc3)c(=O)n2C)c1
→ 0	6	0	-2	i	8	2	-3	-2	0.2
CC(Sc1nc2ccccc2s1)C(=O)NC1CCCc2ccccc21 (stereo not drawn)
→ 1	-4	-3	-5	i	-8	-3	5	-8	1.3
O=C(CNC(=S)N(Cc1ccc(F)cc1)C1CCCCC1)NC1CC1
→ -14	-4	-1	4	i	-5	0	26	0	-0.7
CCOC(=O)C1CCN(S(=O)(=O)c2ccc(C(=O)OC)cc2)CC1
→ -5	-1	-4	4	i	3	-1	4	-3	-1.3
O=C(O)CN1CCN(CC(=O)O)CCN(CC(=O)O)CCN(CC(=O)O)CC1
→ 2	3	16	2	i	1	-3	9	-11	-1.1
COc1ccc(N2CCN(C(CNC(=O)CC(C)(C)C)c3ccc4c(c3)OCO4)CC2)cc1 (stereo not drawn)
→ 11	1	3	-2	i	-6	1	1	64*	-0.7
Cc1cccc(C)c1N(C(=O)c1ccco1)C(C(=O)NC1CCCC1)c1ccncc1 (stereo not drawn)
→ 4	1	-2	0	i	1	-1	10	-7	-0.5
Cc1cc(C)cc(C(=O)N2CC(=O)Nc3ccccc32)c1
→ -6	1	0	14	i	-1	0	-1	1	-1.6

# Results in LMPTP inh, for two of the compounds above:
SMILES | LMPTP inh
COc1ccc(-c2csc(NC(=S)NC(=O)c3cccs3)n2)cc1OC | 4.3
O=C(O)C1CCC(Cn2c(SCc3cc(=O)n4ccccc4n3)nc3ccsc3c2=O)CC1 (stereo not drawn) | -0.6
